High-throughput results as filed in PubChem BioAssay.
TGFb SMAD3 inh = qHTS for Inhibitors of TGF-b; Potency, µM (doses to about 46.1 µM), inactives show at the highest dose activity, negative = inhibition, hits mostly inhibitors; 410,000 tested, 1.2% active; HepG2 CAGA-GFP TGF-b/SMAD3 reporter, GFP fluorescence, 18 h; TGF-beta stimulated, 500 pg/mL final; AID 588855, 2011; further: on the % scale 0 is the no-effect control and ±100 the full control effect; nearly all actives have a fitted effect of over 65% in size
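Per well, imaged GFP fluorescence of HEPG2 CAGA-GFP cells gives the signal; cells get compound, then TGF-beta (500 pg/mL final), 18 h at 37 degrees C; %Activity versus -TGF-beta and +DMSO controls.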
MCF10A rerep = A quantitative high throughput screen for small molecules that induce DNA re-replication in MCF 10a normal breast cells; Potency, µM (titrated, usually from 46.1 µM), for the others: top-dose activity, positive = re-replication, hits mostly activators; 350,000 tested, 2.9% active; MCF 10A DNA re-replication, Hoechst nuclear intensity, 48 h; further: % of control where 0% means no effect; nearly all actives have a fitted effect of over 50% in size
Nrf2 block = Nrf2 qHTS screen for inhibitors | A549 ARE-Fluc reporter, luciferase luminescence, 18-24 h | Potency, µM (series often up to 46 µM), without a hit: at the highest dose activity change, negative = inhibition, most hits filed as inhibitors | 360,000 tested, 2.1% active | AID 504444, 2011; further: on the % scale 0 is the no-effect control and ±100 the full control effect; nearly all actives have a fitted effect of over 60% in size
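Nrf2 function is reported as luminescence of an ARE-controlled luciferase in A549 cells. Compounds were tested at several concentrations, and a CellTiter-Fluor read on the same wells flagged cytotoxicity.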
HepG2 viability = qHTS for Inhibitors of TGF-b: Cytotox Counterscreen; HepG2 CAGA-GFP viability, ATP luminescence, 18 h; Potency, µM (titrated, usually from 46.1 µM), without a hit: at the top dose activity change, negative = cytotoxicity, usual class: cytotoxic; 410,000 tested, 0.76% active; further: some results filed as inactive show a strong effect at the top dose
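HepG2 CAGA-GFP cells (1000/well, DMEM with 1% FBS) received compound, then TGF-beta at 500 pg/mL final, and were incubated 18 hours at 37 degrees C. Viability was read by CellTiter-Glo luminescence. Media-only wells were set as complete cell-killing and DMSO as no toxicity.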
ATXN2 expr inh = Primary qHTS for Inhibitors of ATXN expression | Potency, µM (doses to about 57 µM), for the others: top-dose activity change, negative = inhibition, actives largely listed as inhibitors | AID 1745845, 2022 | 360,000 tested, 0.72% active | HEK-293 ATXN2-luciferase reporter, luminescence, 24 h; further: on the % scale 0 is the no-effect control and ±100 the full control effect; nearly all actives have a fitted effect of over 55% in size
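ATXN2-luciferase reporter cells (luciferase flanked by upstream and downstream ATXN2 gene portions) were treated 24 h at 37 °C with compounds at up to 57 uM. SteadyGlo luminescence gave expression; GF-AFC fluorescence gave viability.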
A549 viability = Nrf2 qHTS screen for inhibitors: counterscreen for cytotoxicity. AID 504648, 2011. Potency, µM (top dose mostly 46 µM), for the others: at the highest dose activity change, negative = cytotoxicity, usual class: inhibitors. 390,000 tested, 0.16% active. A549 ARE-Fluc cells, CellTiter-Fluor viability, 18-24 h; further: on the % scale 0 is the no-effect control and ±100 the full control effect
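A549 ARE_Fluc cells in 5% FBS OPTI-MEM were exposed to compounds in concentration-response for 18-24 h at 37 deg C. Viability was read by CellTiter-Fluor fluorescence (Ex 405/Em 525) after 30 min, before the luciferase read.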
EPAC2 antagonist = qHTS for Antagonist of cAMP-regulated guanine nucleotide exchange factor 2 (EPAC2): primary screen. 360,000 tested, 0.18% active. Potency, µM (top dose mostly 114 µM), inactives show at the highest dose activity, negative = inhibition, actives largely listed as inhibitors. EPAC2 GEF exchange of Rap1B-BODIPY-GDP, fluorescence; further: on the % scale 0 is the no-effect control and ±100 the full control effect; nearly all actives have a fitted effect of over 45% in size; many of its hits are not listed in these tables
Target sequence (Q8WZA2 whole entry, looked up): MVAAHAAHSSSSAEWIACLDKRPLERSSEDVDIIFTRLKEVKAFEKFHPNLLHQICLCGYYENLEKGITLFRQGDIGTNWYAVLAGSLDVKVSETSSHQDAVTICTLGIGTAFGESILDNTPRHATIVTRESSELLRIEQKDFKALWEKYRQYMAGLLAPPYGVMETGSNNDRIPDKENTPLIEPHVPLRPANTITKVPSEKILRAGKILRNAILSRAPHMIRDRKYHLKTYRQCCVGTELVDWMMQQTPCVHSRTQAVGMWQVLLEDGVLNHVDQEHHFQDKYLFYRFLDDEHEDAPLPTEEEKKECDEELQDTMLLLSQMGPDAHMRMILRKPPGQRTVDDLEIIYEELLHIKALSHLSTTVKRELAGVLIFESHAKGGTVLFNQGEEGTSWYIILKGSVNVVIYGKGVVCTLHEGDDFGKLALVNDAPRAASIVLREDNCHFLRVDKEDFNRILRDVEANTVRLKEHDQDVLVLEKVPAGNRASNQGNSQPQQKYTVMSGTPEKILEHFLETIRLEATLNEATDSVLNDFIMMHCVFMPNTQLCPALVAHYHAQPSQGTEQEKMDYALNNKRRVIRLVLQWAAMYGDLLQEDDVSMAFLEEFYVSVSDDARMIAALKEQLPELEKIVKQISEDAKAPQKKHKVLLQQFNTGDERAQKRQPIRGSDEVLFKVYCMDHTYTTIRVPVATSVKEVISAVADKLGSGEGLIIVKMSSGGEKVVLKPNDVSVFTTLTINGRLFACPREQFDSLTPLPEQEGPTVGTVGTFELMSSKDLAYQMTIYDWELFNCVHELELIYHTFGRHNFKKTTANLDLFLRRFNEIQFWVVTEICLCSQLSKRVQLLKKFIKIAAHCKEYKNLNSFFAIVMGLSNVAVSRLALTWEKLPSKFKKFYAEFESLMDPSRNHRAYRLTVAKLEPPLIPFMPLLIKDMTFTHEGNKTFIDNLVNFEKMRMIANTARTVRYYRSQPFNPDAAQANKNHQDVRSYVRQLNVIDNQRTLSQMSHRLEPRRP
ATXN viability = Viability Counterscreen for Primary qHTS for Inhibitors of ATXN expression. Potency, µM (top dose mostly 56.7 µM), most hits filed as cytotoxic. AID 651635, 2014. 400,000 tested, 0.49% active. S2 cells (HEK-293 line with an ATXN2-luciferase reporter) viability, CellTiter-Fluor protease fluorescence, 24 h; further: nearly all actives have a fitted effect of over 40% in size
Nrf2 activator = qHTS of Nrf2 Activators | AID 624171, 2012 | Potency, µM (titrated, usually from 46.1 µM), for the others: at the highest dose activation, hits mostly activators | AREc32 ARE-luciferase reporter (MCF7-derived line), luminescence, 24 h | 410,000 tested, 0.31% active; further: % of control where 0% means no effect; nearly all actives have a fitted effect of over 65% in size
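Steps: seed AREc32_Fluc cells (1000/well, 5% FBS OPTI-MEM); incubate overnight at 37 deg C; add 23 nL compound; incubate 24 hr; add Steady-Glo; hold 30 min RT; read luminescence.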
The depositor's hits bear a star; i = inactive; u = inconclusive; x = not tested or not shown; & = joins results of further samples; [ ] = another dose, or the depositor's remark. The call rests on the fitted dose curve; in most records, active means well fitted curve in the direction sought with a large enough effect; inconclusive means small, poorly fitted or top-dose-only effect, or another doubt; inactive means no such curve, though single readings can be large; an effect the other way counts as inactive or inconclusive. Potency means the concentration at half of the fitted maximal effect. A portion of the library, so the mix of outcomes need not match the whole.

SMILES	TGFb SMAD3 inh	MCF10A rerep	Nrf2 block	HepG2 viability	ATXN2 expr inh	A549 viability	EPAC2 antagonist	ATXN viability	Nrf2 activator
O=C(COC(=O)c1ccc(Cl)nc1)Nc1ccc2ccccc2c1	0.0%	0.6%	10.7%	-16.1%	9.3%	-6.9%	8.8%	i	-0.8%
Cc1cc(C)n(CC(O)COc2ccc(Cl)cc2)n1 (configuration not stated)	15.0%	u	-7.6%	13.2%	0.8%	3.9%	-2.6%	i	-0.2%
CCc1ccc(OCC(=O)N(C)CCC#N)c(Br)c1	6.5%	-2.5%	u	3.9%	14.8%	12.5%	-1.6%	i	-0.7%
CCCCNC(=O)CSc1ccc(S(=O)(=O)N2CCOCC2)cn1	-13.7%	9.1%	-9.7%	-6.2%	x	0.8%	6.5%	i	-0.3%
O=C(NCCNCC(O)COc1ccc(O)cc1)N1CCOCC1 (configuration not stated)	-2.7%	-15.2%&-3.4%	-4.1%	1.5%	0.1%	0.5%	-0.2%	i	0.2%
COc1cccc(C2CC(c3cccs3)Nc3ncnn32)c1 (configuration not stated)	0.0%	10.2%	-13.6%	2.4%	2.0%	1.8%	-1.0%	i	1.0%
COc1ccc(-c2noc(COc3ccc(C)c(C)c3)n2)cc1OC	10.4%	-1.4%	-7.1%	-24.2%	-4.7%	-1.6%	-4.5%[57.1 µM]	i	-0.3%
COC(=O)c1ccc(CSc2n[nH]c(C)n2)o1	9.0%	0.2%	5.0%	16.5%	1.3%	-1.7%	13.1%	i	0.3%
Cc1nn(Cc2c(Cl)cccc2Cl)c(C)c1N	u	-1.2%	22.3%	-7.5%	-6.1%	15.5%	-4.1%	i	-0.6%
COCc1cccc(C2=CC(=O)C[C@H](c3ccc(OC)cc3)C2)c1	-13.8%	u	-0.8%	2.2%	0.9%	0.4%	-14.8%	i	3.6%
C=C1CCN([C@H](C(=O)OCc2cccc(C)c2)C(C)C)S(=O)(=O)c2ccccc21	-2.5%	-2.4%	u	-19.7%	-18.9%	-0.5%	-18.2%	i	5.7%
CSc1ccc(S(=O)(=O)NCC(=O)OCC(=O)N2CCC(C)CC2)cc1[N+](=O)[O-]	2.1%	u	1.4%	-2.8%	6.3%	-6.5%	-6.3%	i	-0.1%
Cc1cc(C(=O)CN2C(=O)NC(c3ccccc3)(c3ccccc3)C2=O)c(C)n1Cc1ccccc1	2.1%	5.7%	u	17.6%	2.5%	1.8%	-3.3%	i	1.2%
CCOC(CNC(=O)C(=O)Nc1cc2c3c(c1)CCC(=O)N3CCC2)OCC	-0.3%	0.0%	u	-3.5%	35.7%	2.8%	18.8%	i	2.0%
COc1ccc(OC)c(CCNC(=O)c2cnn(-c3ccc(C)cc3C)c2C2CCN(C(=O)OC(C)(C)C)CC2)c1	u	x	18.4µM*	-24.3%	u	-28.5%	x	u	0.1%
CN1CCN(CCCNC(=O)c2cc3c(-c4ccc(Cl)cc4)nn(C)c3s2)CC1	-5.7%	u	-11.9%	-32.9%	4.2%	-3.9%	-3.6%	i	20.0%
O=C(COc1ccc(Cl)cc1)NCc1nnc(SCC(=O)N2CCCCC2)o1	-8.7%	1.7%	-24.4%	-18.1%	-5.1%	-3.6%	-2.1%	i	-0.5%
CN(C(=O)C1CCCCN1S(=O)(=O)c1ccccc1)c1ccccc1 (configuration not stated)	2.9%	15.0%	-1.2%	1.2%	-2.8%	-0.8%	-8.5%	i	0.1%
COc1ccc(N=N/C(C(C)=O)=C(/C)O)cc1	1.3%	-5.1%	8.4%	-38.8%	13.5%	1.3%	7.0%	u	5.5%
O=C(NC1CCCCC1)C(c1ccco1)N(Cc1cccs1)C(=O)Cn1nnc2ccccc21 (configuration not stated)	-6.8%	-5.5%	9.8%	0.0%	-0.4%	-12.8%	15.5%	i	-0.5%

A draw from above in order of heavy-atom count, high to low.
SMILES	TGFb SMAD3 inh	MCF10A rerep	Nrf2 block	HepG2 viability	ATXN2 expr inh	A549 viability	EPAC2 antagonist	ATXN viability	Nrf2 activator
COc1ccc(OC)c(CCNC(=O)c2cnn(-c3ccc(C)cc3C)c2C2CCN(C(=O)OC(C)(C)C)CC2)c1	u	x	18.4µM*	-24.3%	u	-28.5%	x	u	0.1%
Cc1cc(C(=O)CN2C(=O)NC(c3ccccc3)(c3ccccc3)C2=O)c(C)n1Cc1ccccc1	2.1%	5.7%	u	17.6%	2.5%	1.8%	-3.3%	i	1.2%
COc1cccc(C2CC(c3cccs3)Nc3ncnn32)c1 (configuration not stated)	0.0%	10.2%	-13.6%	2.4%	2.0%	1.8%	-1.0%	i	1.0%
CCc1ccc(OCC(=O)N(C)CCC#N)c(Br)c1	6.5%	-2.5%	u	3.9%	14.8%	12.5%	-1.6%	i	-0.7%
COC(=O)c1ccc(CSc2n[nH]c(C)n2)o1	9.0%	0.2%	5.0%	16.5%	1.3%	-1.7%	13.1%	i	0.3%

Carrying on:
SMILES	TGFb SMAD3 inh	MCF10A rerep	Nrf2 block	HepG2 viability	ATXN2 expr inh	A549 viability	EPAC2 antagonist	ATXN viability	Nrf2 activator
COc1ccccc1C(=O)COC(=O)CN1C(=O)C2CC=CCC2C1=O (configuration not stated)	1.4%	4.5%	6.7%	0.0%	-7.0%	0.1%	-0.1%	i	-0.2%
COCC(=O)Nc1ccc(N2CCCC2)c(S(=O)(=O)Nc2ccccc2OC)c1	-16.9%	15.5%	0.2%	-20.2%	x	15.6%	-11.9%	u	-0.2%
O=C1Nc2ccccc2SC1=Cc1ccccc1	-9.3%	x	x	-21.6%	x	x	-0.5%	i	u
Nc1nc(SCc2cccc([N+](=O)[O-])c2)n[nH]1	6.3%	-0.6%	-11.0%	12.0%	18.5%	-5.7%	-3.9%	i	0.2%
C[n+]1cn(Cc2ccc(C#N)cc2)c2ccccc21	34.4%[activator]	9.4%	u	0.1%	x	-0.4%	1.1%	i	-1.6%
NC(=O)CC(NC(=O)Cc1ccc(Cl)cc1)c1ccc(NC2CCCCC2)c([N+](=O)[O-])c1 (configuration not stated)	17.0%	-51.1%[inhibitor]	-18.2%	-6.2%	u	-1.2%	-7.5%	i	0.6%
CCOC(=O)c1scc(-c2ccc(C)cc2)c1S(=O)(=O)Nc1cc(C)ccc1C	-16.8%	x	u	-36.4%	-7.2%	8.7%	x	i	0.6%
COc1ccccc1N1CC(C(=O)Nc2ccccc2N2CCCC2)CC1=O (configuration not stated)	-13.1%	u	14.7%	4.5%	-11.5%	0.5%	-3.0%	i	3.1%
CCc1nc2ccccc2c(NC(=O)CN2CC(C)CC(C)C2)c1C (configuration not stated)	-13.9%	-6.4%	-3.8%	-14.5%	-7.2%	-4.2%	-6.4%	i	-0.2%[9.22 µM]
Cc1nn(CC(=O)N2CCN(c3cccc(Cl)c3)CC2)c(=O)c2c1sc1ccccc12	-28.4%	x	u	-3.1%	12.7%	4.9%	x	i	0.2%
CN1CCN(C(=O)/C=C/c2ccc([N+](=O)[O-])cc2)CC1	-0.4%	u	18.4%	-0.2%	3.6%	0.8%	-0.1%	i	-0.5%
Cc1ccc(C(=O)NC2CCN(S(=O)(=O)c3ccc(C)cc3)CC2)cc1	-1.2%	-4.1%	-0.2%	6.7%	6.6%	6.0%	-2.0%	i	-0.6%
CCn1c2ccccc2c2cc(NC(=O)CNCC3CCCO3)ccc21 (configuration not stated)	20.7%	5.7%	0.1%	-2.0%	-28.9%	-1.4%	-12.7%	i	2.1%
CC(=O)c1cccc(S(=O)(=O)NCCCN2CCOCC2)c1	9.7%	-4.2%	20.6%	-3.0%	8.3%	-0.6%	-3.5%	i	-0.9%
CCc1cccc(C)c1NC(=O)c1cc2ccccc2o1	u	x	-11.4%	-24.4%	-2.2%	-2.0%	x	i	-0.2%
Cc1cc(=O)[nH]c(SCC(=O)Nc2ncc(S(=O)(=O)c3ccc([N+](=O)[O-])cc3)s2)n1	7.8%	u	-22.5%	-5.9%	-5.0%	-7.1%	-18.4%	i	20.4%
O=C1c2ccccc2C(=O)N1CCCCN(C(=O)c1cc2ccccc2oc1=O)c1ccc(F)cc1F	-1.7%	11.7%	-12.6%	-35.4%	-9.8%	-3.1%	11.6%	i	3.2%
CCCCN(C)C(=O)c1ccc2c(c1)N(Cc1ccc(F)cc1)C(=O)c1ccccc1S2(=O)=O	x	x	16.4µM*	-17.3%	x	u	x	x	6.8%
O=C(CSc1nnnn1C1CCCC1)NCc1ccccc1	-3.2%	0.7%	2.3%	-7.6%	8.9%	2.3%	-4.1%	i	-0.6%
O=Cc1cn(-c2ccccc2)nc1-c1cc2ccccc2oc1=O	-16.4%	0.1%	5.2%	-10.1%	-2.8%	-2.3%	0.9%	i	8.9%

A few values from the results shown:
Reading for `CCc1cccc(C)c1NC(=O)c1cc2ccccc2o1` under A549 viability: -2.0%
Reading for `COCC(=O)Nc1ccc(N2CCCC2)c(S(=O)(=O)Nc2ccccc2OC)c1` under HepG2 viability: -20.2%
Reading for `O=C(CSc1nnnn1C1CCCC1)NCc1ccccc1` under Nrf2 activator: -0.6%

(further entries)
SMILES	TGFb SMAD3 inh	MCF10A rerep	Nrf2 block	HepG2 viability	ATXN2 expr inh	A549 viability	EPAC2 antagonist	ATXN viability	Nrf2 activator
CCOc1ccccc1NC(=O)CSc1nc(=O)n(CCN2CCOCC2)c2c1CCCC2	-10.5%	6.6%	18.4%	-6.1%	2.9%	-2.4%	5.8%	i	3.0%
Cc1ccc(S(=O)(=O)N2CCN(C(=O)CN(Cc3ccco3)Cc3cccs3)CC2)cc1	-26.5%	5.6%	-11.6%	-10.9%	3.1%	2.9%	-3.8%	i	0.3%
O=C(Cn1cnc2scc(-c3ccccc3)c2c1=O)N1CCOCC1	1.5%	-1.1%	-2.3%	-2.5%	-3.3%	-0.7%[1.84 µM]	9.8%	u	-0.2%
COc1ccc(N2C(=O)NC(NS(=O)(=O)c3ccc(Cl)cc3)(C(F)(F)F)C2=O)cc1 (configuration not stated)	-6.8%&12.3%	-4.0%	3.7%&-20.0%	-29.0%&1.3%	5.8%&11.6%	-5.9%&-0.3%	3.5%	i	0.1%&-1.2%
